NPY-Y2 antag – antagonists of human neuropeptide Y receptor Y2. 0.99% of 140,000 active. NPY-Y2 expressing cells, antagonist mode. AID 793. P49146. inhibition, % at 2.7 µM; in the data active = inhibition above about 17%;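 note: 0% = vehicle with agonist challenge and 100% = reference antagonist with challenge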
Target sequence (P49146 whole entry, looked up): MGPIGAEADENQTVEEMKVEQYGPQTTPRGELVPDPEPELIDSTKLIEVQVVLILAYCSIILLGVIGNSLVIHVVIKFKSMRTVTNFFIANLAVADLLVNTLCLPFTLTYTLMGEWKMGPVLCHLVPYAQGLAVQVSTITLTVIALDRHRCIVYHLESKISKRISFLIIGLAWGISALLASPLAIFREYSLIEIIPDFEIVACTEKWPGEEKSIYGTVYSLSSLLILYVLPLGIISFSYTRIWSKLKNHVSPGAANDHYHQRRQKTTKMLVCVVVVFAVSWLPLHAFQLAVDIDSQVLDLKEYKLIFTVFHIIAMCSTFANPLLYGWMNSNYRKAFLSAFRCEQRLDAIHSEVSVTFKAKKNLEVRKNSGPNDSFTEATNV
Measles CPE – protection of cells from measles virus. protection (pct of control), % at 4 µM. 1.5% of 140,000 active. Measles virus-infected cells, CPE protection, absorbance; in the data active = protection mostly above about 24%, no sharp cut-off; inactive = mostly below about 26%; note: some compounds called inactive have numbers as strong as hits
BB579 growth dn – yeast BB579 growth reduction in restrictive medium; S. cerevisiae BB579 growth, OD615, 48 h; inhibition, % at 10 µM; 0.51% of 140,000 active; AID 804;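 active = inhibition above a set limit, 3 SD over the mean compound inhibition, cut at about 44% in these data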; note: inactives centre near -24
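controls = amphotericin B 10 µg/mL, positive | assay system = DeaD yeast strain BB579 | schedule = 48 h compound exposure at 30 °C after 4 h preincubation | detection = OD615 turbidity measurement | medium = restrictive CSMM-D medium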
Phagocyt inh – blocks phagocytosis by macrophages; 0.07% of 110,000 active; AID 1029; J774A.1 macrophage IgG-bead phagocytosis, imaging; inhibition, % at 5 µM;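 active = inhibition above the mean of the plate negative controls plus 5 SD, cut at about 13% in these data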;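 note: phagocytic index as fraction of beads internalized from green versus red external bead signal; plate controls were DMSO negative control for no effect and cytochalasin-D positive control for full effect; some results beyond the cut were filed as inactive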
Yeast lifespan up – extends the lifespan of yeast | S. cerevisiae growth with nicotinamide, OD615; deaD strain in restrictive glucose medium | inhibition of the nicotinamide effect, % at 10 µM | 0.68% of 130,000 active | AID 775;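 active = inhibition above a set limit, placed 3 SD over the median of all compounds, cut at about 26% in these data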;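 note: 0% = nicotinamide-treated wells and 100% = cells grown without nicotinamide; some compounds called inactive have numbers as strong as hits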
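assay system = DeaD-strain S. cerevisiae | measured by = absorbance at 615 nm | probe or stimulus = nicotinamide 1.5 mM | buffer or medium = CSMM-D glucose medium, restrictive | times = 48 h at 30 °C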
HCT116 PTEN-null – suppresses growth of cells with PTEN deletion | HCT116 PTEN-null viability, CellTiter-Glo, 60 h; hits give low values | AID 827 | viability, % at 10 µM | 1.2% of 140,000 active;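 active = viability at or below a set limit, 4 SD under the median of all tested compounds, cut at about 3.7% in these data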;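 note: PTEN knockout HCT116 line with beta catenin targeted HCT116 as companion control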
HCT116 bCat-KO – beta-catenin-lacking colon tumor cell growth suppression; HCT116 beta-catenin knockout viability, CellTiter-Glo, 60 h; hits give low values; viability, % at 10 µM; 1.5% of 140,000 active;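 active = viability at or under a set limit, the compound median less 4 SD, cut at about 6% in these data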;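 note: 0% = Hyamine 1622 control at 20 µM and 100% = untreated cell control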
MRP1 act – activates MRP-1 | H69AR cells + doxorubicin, viability rescue, CellTiter-Glo | viability increase, % at 10 µM | 0.61% of 140,000 active | AID 799;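 active = viability gain under doxorubicin at or above a set limit, the compound median plus 3 SD, cut at about 4.7% in these data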;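 note: MRP-1 overexpressing cells given doxorubicin 25 µM after compound pretreatment; 18-22 h compound pretreatment then 72 h with doxorubicin before readout; 0% = doxorubicin-only wells and 100% = vehicle-treated cells without doxorubicin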
E-sel TNF inh – blocks E-selectin expression induced by TNF alpha; HUVEC TNFa-induced E-selectin immunofluorescence, high content; inhibition, % at 2 µM; 0.71% of 120,000 active;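 active = inhibition above the batch mean plus 3 SD, and confirmed as a hit on visual image review, cut at about 43% in these data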;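 note: 0% = TNF-stimulated DMSO wells and 100% = unstimulated control wells; not every result past the cut was called active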
GALR2 blocker – antagonists of human galanin receptor 2 (GALR2). GALR2-expressing cells, antagonist mode. 0.39% of 140,000 active. O43603. inhibition, % at 4 µM. AID 828; in the data active = inhibition above about 27%;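 note: cells stimulated with galanin 1-16 at roughly its EC80; 0% = agonist challenge control and 100% = basal control without agonist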
Target sequence (O43603 whole entry, looked up): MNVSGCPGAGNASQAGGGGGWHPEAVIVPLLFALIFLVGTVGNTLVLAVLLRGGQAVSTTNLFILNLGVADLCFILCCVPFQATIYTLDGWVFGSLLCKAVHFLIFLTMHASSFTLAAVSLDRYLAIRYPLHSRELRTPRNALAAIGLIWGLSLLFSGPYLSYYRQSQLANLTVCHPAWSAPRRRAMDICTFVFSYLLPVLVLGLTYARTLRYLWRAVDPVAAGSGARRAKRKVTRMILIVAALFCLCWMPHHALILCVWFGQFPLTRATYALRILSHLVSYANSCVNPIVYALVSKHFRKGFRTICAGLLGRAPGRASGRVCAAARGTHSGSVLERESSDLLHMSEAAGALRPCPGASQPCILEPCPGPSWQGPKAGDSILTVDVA
Numbers without * were called inactive; . = not tested or not shown.

SMILES | NPY-Y2 antag | Measles CPE | BB579 growth dn | Phagocyt inh | Yeast lifespan up | HCT116 PTEN-null | HCT116 bCat-KO | MRP1 act | E-sel TNF inh | GALR2 blocker
Cc1cc(C)c2c(c1)-c1cc(C)nn1C(c1ccc3c(c1)OCO3)N2 (centres undefined) | 1 | 4 | -60 | 0 | -11 | 80 | 77 | 1.6 | 13 | 6
O=C(CSc1ccc2nnc(-c3ccncc3)n2n1)Nc1ccc2c(c1)OCO2 | 1 | 0 | 33 | -1 | -4 | 95 | 89 | -3.7 | . | 3
C=CCOC(=O)C1=C(C)Nc2[nH]c(=O)[nH]c(=O)c2C1c1cccc(OC)c1 (centres undefined) | -1 | 6 | 4 | . | . | 98 | 91 | -2.5 | 2 | 9
Fc1ccc(-c2cn3cc(C(F)(F)F)cc(Cl)c3n2)cc1 | 7 | 30 | -34 | . | -37 | 71 | 88 | -5.5 | -5 | 21
Cc1ccc(S(=O)(=O)NC(CC(=O)N2CCc3ccccc32)c2ccco2)cc1 (centres undefined) | -1 | 3 | -11 | -2 | 1 | 76 | 80 | -2.5 | . | 1
O=C1c2ccccc2C(=O)N1CCCc1nc(-c2ccccc2)no1 | 1 | 9 | -31 | . | -19 | 101 | 96 | -1.6 | 9 | 4
O=C1NCCN1Cc1ccc(F)cc1 | 1 | 36* | -54 | -1 | -9 | 108 | 83 | -0.4 | 6 | 4
COc1ccc(OC)c2c1sc(=NC(=O)c1ccco1)n2C | 6 | 14 | -12 | -1 | -15 | 62 | 60 | -4.2 | -11 | 4
Cc1nc2ncccn2c1-c1csc(NCc2ccco2)n1 | 2 | 10 | -29 | . | -6 | 78 | 81 | -4.2 | 15 | -1
Cc1cccc(C(C)(C)C)c1OCCOCCN1CCCC1 | 6 | 4 | -13 | -1 | 2 | 71 | 80 | -1.9 | . | -7
O=C(CCNc1ccccc1)c1ccc2c(c1)OCO2 | 1 | 4 | -36 | 0 | -12 | 96 | 103 | -1.4 | 16 | 1
CCS(=O)(=O)c1ccc2oc(SCC(=O)NC34CC5CC(CC(C5)C3)C4)nc2c1 | 2 | 24 | -7 | 0 | -6 | 68 | 73 | -3.3 | 12 | -2
CCCC(=O)Nc1ccc(NC(=O)c2ccccn2)cn1 | 0 | 18 | -15 | -1 | -9 | 84 | 81 | -3.2 | . | -5
O=C(COC(=O)C1CC1)NCc1ccccc1Cl | 1 | 14 | -26 | -1 | -10 | 103 | 100 | 0.7 | 3 | 0
O=S(=O)(c1ccc(Cl)c(Cl)c1)N1CCc2nc3ccccc3n2CC1 | 1 | 2 | -59 | 0 | 7 | 96 | 99 | 0.4 | -34 | -7

One compound at a time, as listed above. Order of screens: NPY-Y2 antag | Measles CPE | BB579 growth dn | Phagocyt inh | Yeast lifespan up | HCT116 PTEN-null | HCT116 bCat-KO | MRP1 act | E-sel TNF inh | GALR2 blocker
Fc1ccc(-c2cn3cc(C(F)(F)F)cc(Cl)c3n2)cc1 in the list: 7 | 30 | -34 | . | -37 | 71 | 88 | -5.5 | -5 | 21
Cc1cccc(C(C)(C)C)c1OCCOCCN1CCCC1 in the list: 6 | 4 | -13 | -1 | 2 | 71 | 80 | -1.9 | . | -7
CCS(=O)(=O)c1ccc2oc(SCC(=O)NC34CC5CC(CC(C5)C3)C4)nc2c1 in the list: 2 | 24 | -7 | 0 | -6 | 68 | 73 | -3.3 | 12 | -2

(further entries)
SMILES | NPY-Y2 antag | Measles CPE | BB579 growth dn | Phagocyt inh | Yeast lifespan up | HCT116 PTEN-null | HCT116 bCat-KO | MRP1 act | E-sel TNF inh | GALR2 blocker
O=C(CSc1nc(-c2ccco2)cc(C(F)(F)F)n1)Nc1cccnc1 | 2 | 7 | -47 | -3 | -12 | 65 | 68 | -1.9 | 39 | -1
CCOc1c2ccc(C(=O)NCCCCc3ccccc3)cc2nn1C | 10 | 3 | -35 | . | -26 | 96 | 97 | -1.1 | -33 | -2
CCCCCCC(=O)N/N=C/c1ccco1 | 2 | 4 | -8 | -7 | 2 | 98 | 86 | -1.3 | . | 6
O=C(CS(=O)(=O)c1cccc(C(F)(F)F)c1)Nc1ccccc1Cl | 2 | 5 | -9 | . | 1 | 97 | 94 | -0.4 | 12 | -5
O=C(Nc1ccc(-c2nc3ncccc3o2)cc1)c1ccco1 | 0 | 2 | -15 | -2 | -18 | 99 | 98 | 0.0 | 26 | -19
CCOc1ccc(CN(CCO)CCO)cc1[N+](=O)[O-] | 0 | 14 | -1 | -2 | -7 | 91 | 92 | -1.5 | -28 | 10
COc1ccc(-c2noc(CN3CCCCC3)n2)cc1OC | 1 | 9 | -43 | . | -19 | 99 | 95 | -1.9 | -40 | -2
CCOC(=O)Cc1csc(NC(NC(=O)CC)(C(F)(F)F)C(F)(F)F)n1 | -2 | 10 | -33 | 2 | -5 | 104 | 109 | 0.3 | -6 | -4
COc1ccc2cc3cc(C(=O)NCCc4ccc(OC)c(OC)c4)oc3nc2c1 | 1 | 3 | -18 | . | -25 | 50 | 55 | -0.2 | 18 | -2
Cc1cccc(C(=O)NC(NCc2ccco2)C(Cl)(Cl)Cl)c1 (centres undefined) | 2 | 31 | -2 | . | -15 | 61 | 66 | -2.3 | -30 | 9
O=C(C(=O)N1CCCc2ccccc21)c1c[nH]c2ccccc12 | -1 | 6 | -47 | . | -4 | 85 | 87 | -0.7 | 2 | 7
CC(CCc1ccccc1)NC(=O)C1CCN(S(=O)(=O)N2CCOCC2)CC1 (centres undefined) | 2 | 10 | -7 | -4 | 1 | 88 | 90 | -1.9 | 10 | 1
COC1CCCCC1Nc1cccc(SC)c1 (centres undefined) | 2 | 14 | -30 | -5 | -4 | 79 | 88 | -2.0 | -1 | -4
C=CCNC(=S)N/N=C/c1ccc(N(CC)Cc2ccccc2)cc1 | -1 | 4 | -13 | -5 | -1 | 48 | 62 | -1.3 | . | -8
COc1ccc(C2C(C#N)=C(N)Oc3c2sc2nc(C)cc(C)c32)cc1 (centres undefined) | 2 | 13 | -14 | 0 | -9 | 0.6* | 0.9* | -2.4 | 19 | 9
CN(C)CCCN(Cc1ccccc1)C(=S)Nc1ccc(OC(F)F)cc1 | 1 | 18 | -6 | -8 | -2 | 90 | 92 | -2.5 | . | -1
CCN1C(=O)/C(=C\N(C(C)=O)c2ccccc2)OC1=S | 2 | 6 | -35 | . | . | 97 | 89 | 0.7 | 17 | -3
Cc1ccc(NC(=S)NCCC(c2ccccc2)c2ccccc2)c(C)c1 | 5 | 4 | 42 | 0 | -4 | 40 | 40 | -4.1 | 35 | -6
Cc1[nH]ccc(=O)c1OCc1ccccc1 | 3 | 10 | -49 | 0 | -3 | 97 | 96 | -1.4 | -4 | 10
CCOC(=O)NC1(C(F)(F)F)C(=O)N(Cc2ccccn2)C2=C1C(=O)CC(C)(C)C2 (centres undefined) | 0 | 8 | -57 | -1 | -7 | 108 | 100 | -0.3 | . | -1
O=C(c1cccs1)N1CCC(c2nc3c(nnn3Cc3ccccc3)c(=O)[nH]2)CC1 | -1 | 13 | -52 | -1 | 4 | 91 | 90 | -0.7 | . | -10
CCOC(=O)c1nc(S(C)(=O)=O)ncc1Cl | 2 | 5 | -26 | 2 | -1 | 24 | 20 | -0.7 | . | 36*
COc1ccc(N(CC(=O)NCC2CCCO2)C(=O)CCC(=O)Nc2nccs2)cc1 (centres undefined) | 0 | 2 | -19 | . | . | 93 | 90 | -1.4 | 22 | 4
COc1ccc(NC(=O)CCC(=O)c2cccs2)cc1S(=O)(=O)Nc1ccccc1Cl | -1 | 7 | -31 | -3 | 4 | 91 | 100 | -1.1 | . | -1
O=S(=O)(Cc1ccccc1Cl)N1CCN(Cc2ccc3c(c2)OCO3)CC1 | 4 | 27 | -38 | 4 | -21 | 80 | 81 | -2.7 | -18 | -19
O=C1/C(=C/c2ccco2)Cc2ccccc21 | 9 | 11 | -28 | -4 | -6 | 90 | 78 | -1.5 | . | 8
COc1ccc(NC(=O)c2ccco2)cc1NC(=O)c1ccco1 | -2 | 16 | 21 | -1 | -4 | 90 | 91 | -3.4 | -33 | 0
CC(C(=O)NC1CCCCCC1)N(c1ccccc1)S(C)(=O)=O (centres undefined) | 3 | 7 | 30 | 0 | -2 | 114 | 101 | -0.9 | -10 | 12
NS(=O)(=O)c1ccc(CCNC(=O)c2ccc(S(=O)(=O)N3CCCCC3)cc2)cc1 | -1 | 43 | -33 | 0 | 11 | 83 | 87 | -1.6 | . | 7
CC1(C)CC2(CC(c3ccccc3)Oc3cc(O)ccc32)NC(=S)N1 (centres undefined) | 3 | 4 | 14 | -10 | -5 | 89 | 89 | -2.0 | . | -6
CCc1nnc(NC(=O)CSc2ccc(-c3nc4ccccc4[nH]3)cn2)s1 | 13 | 4 | -42 | -3 | -22 | 87 | 81 | -2.3 | -31 | 5
COC(=O)c1ccn(C(=O)c2ccc(Cl)cc2)n1 | -1 | 6 | -12 | -1 | -18 | 103 | 110 | -2.1 | -6 | -15
Cc1c2cnn(CC(=O)N3CCN(c4ncccn4)CC3)c(=O)c2c(C)n1Cc1ccc(F)cc1 | 6 | 13 | 6 | -5 | -4 | 91 | 90 | 2.5 | 10 | 2
CN1CCN(C2=C(Cl)C(=O)C(c3cnc(N4CCCCC4)s3)=C(Cl)C2=O)CC1 | 2 | 2 | 6 | . | . | 1.6* | 1.7* | -3.8 | 3 | -8
COc1cc(NC(=O)C(C)Oc2ccccc2)cc(OC)c1 (centres undefined) | 1 | 17 | -34 | 0 | -9 | 100 | 93 | -3.6 | 4 | 11
COc1ccc(CC(=O)OCC(=O)NC(=O)NC2CCCCC2)cc1 | 0 | 5 | 3 | -2 | 0 | 93 | 82 | -1.0 | 7 | -3
COc1ccc(-n2c3c(cc(C(=O)N4CCN(CCO)CC4)c2=O)C(=O)CC(C)(C)C3)cc1 | 2 | 7 | -1 | . | -11 | 102 | 104 | 0.8 | 6 | -24
COc1ccc(OC)c(C(=O)COC(=O)CNC(=O)C2CCCCC2)c1 | 0 | 9 | -65 | 0 | -16 | 85 | 78 | -2.3 | . | 4
CC(C)(C)S(=O)(=O)c1cnc2c(-c3ccc(F)cc3)cnn2c1N | 0 | 7 | -18 | 1 | -14 | 63 | 59 | -2.1 | 32 | -1
CCOC(=O)C1CCCN(C(=O)c2sc3nc(C)nc(N4CCOCC4)c3c2C)C1 (centres undefined) | -1 | -1 | -7 | -2 | -5 | 102 | 90 | -0.6 | -19 | -6
Cc1cccc(NN=C2c3ccccc3-c3ccccc32)c1 | 1 | 10 | -16 | -5 | 3 | 82 | 82 | 1.1 | -39 | 3
Cc1ccc(OCC(=O)Nn2cnnc2)c(Br)c1 | 0 | 22 | -28 | . | . | 100 | 99 | -1.3 | -21 | -2
COc1ccc(-c2[nH]ncc2/C=N\NS(=O)(=O)c2ccccc2)cc1OC | 2 | 13 | -56 | -1 | -4 | 95 | 100 | -0.8 | -39 | -2
COc1ccc(CNC(=S)N/N=C/c2ccncc2)cc1 | 7 | 3 | -10 | -5 | 3 | 99 | 92 | -2.1 | 24 | 3
CC/C(=N/Nc1ccc(Cl)cc1)c1cnnc(SC)n1 | 0 | 8 | -32 | 0 | 1 | 99 | 98 | 1.7 | 58 | 8
CC1(C)Cc2c(c(-c3ccccc3)nc(N3CCOCC3)c2C(N)=O)CO1 | 0 | 1 | -22 | 0 | -7 | 94 | 96 | -1.0 | 7 | -9
